Assay outcomes: PubChem, several laboratories
PLC-beta3 inh – PLC-beta3 (human) inhibition, primary screen; inhibition, % at 12.2 µM; Q01970; AID 720704; hit rate 0.18% among 370,000; Purified PLC-beta3, fluorogenic substrate, fluorescence; in the data active = inhibition above about 11%;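 also: 0% = median of compound wells on plate and 100% = full blocker control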
NR1D1 modulator – modulators of human Rev-erb alpha DNA binding. P20393. Rev-erbα–FITC-DNA binding, fluorescence polarization, 90 min. activity, % at 10 µM. hit rate 0.79% among 370,000;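 active = activity above about 14%, limit read from the data; passing the limit was not always enough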;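 also: 0% = DMSO wells with 35 nM protein and 100% = DMSO wells with 750 nM protein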
DAX1 inh-1 – DAX1 (NR0B1) inhibition, primary screen. HEK293T StAR-luciferase reporter, SF-1/DAX-1 repression relief. inhibition, % at 6.8 µM. hit rate 1.1% among 370,000. AID 652010;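 active = inhibition above the mean over all tested compounds plus 3 SD, cut at about 3.6% in these data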;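 also: 0% = DAX-1 cells with DMSO and 100% = cells lacking DAX-1 with DMSO; higher inhibition means more luminescence from relief of DAX-1 repression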
DAX1 inh-2 – NR0B1 (DAX1) inhibition | inhibition, % at 6.75 µM | HEK293 Gal4-DAX1 luciferase reporter, luminescence | hit rate 0.99% among 340,000 | AID 504766 | P51843;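 active = inhibition above the mean over all tested compounds plus 3 SD, cut at about 4.2% in these data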;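 also: 0% = DAX1-transfected cells with DMSO and 100% = empty-vector control cells with DMSO; inhibition shows as a rise in luminescence from relieved DAX1 repression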
Target sequence (P51843 207-470 limits assumed): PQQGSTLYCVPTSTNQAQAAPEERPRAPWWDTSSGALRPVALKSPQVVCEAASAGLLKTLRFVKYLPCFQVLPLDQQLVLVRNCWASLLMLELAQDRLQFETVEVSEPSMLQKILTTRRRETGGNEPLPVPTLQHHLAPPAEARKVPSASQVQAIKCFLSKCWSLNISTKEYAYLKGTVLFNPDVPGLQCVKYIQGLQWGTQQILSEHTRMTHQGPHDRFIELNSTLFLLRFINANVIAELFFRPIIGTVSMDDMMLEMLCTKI
ssDAF12 agonist – activates DAF-12 receptor from parasite S. stercoralis; activation, % at 6.8 µM; HEK293 ssDAF-12/GRIP1 lit1-tk-luc reporter, luminescence; % of 3 µM dafachronic acid response; hit rate 1% among 370,000;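 active = activation above the mean over all tested compounds plus 3 SD, cut at about 0.9% in these data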;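 also: 0% = DMSO-only wells and 100% = 3 µM delta7-dafachronic acid wells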
MBD2 DNA inh – MBD2-methylated oligo binding inhibition | Q9UBB5 | TR-FRET, MBD2 binding to methylated oligonucleotide | inhibition, % at 4.4 µM | hit rate 0.31% among 370,000 | AID 686964; in the data active = inhibition above about 13%
Target sequence (Q9UBB5 whole entry, looked up): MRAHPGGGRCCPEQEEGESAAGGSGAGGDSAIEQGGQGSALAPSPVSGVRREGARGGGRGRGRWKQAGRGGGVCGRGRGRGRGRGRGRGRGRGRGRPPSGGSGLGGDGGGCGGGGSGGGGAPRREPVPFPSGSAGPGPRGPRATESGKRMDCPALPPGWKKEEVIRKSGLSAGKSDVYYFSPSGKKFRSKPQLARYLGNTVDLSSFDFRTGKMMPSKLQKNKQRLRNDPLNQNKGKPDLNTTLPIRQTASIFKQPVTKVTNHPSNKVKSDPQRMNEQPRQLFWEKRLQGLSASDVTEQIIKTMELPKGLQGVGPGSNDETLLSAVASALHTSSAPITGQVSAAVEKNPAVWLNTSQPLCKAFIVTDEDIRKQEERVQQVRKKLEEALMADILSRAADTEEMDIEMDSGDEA
ADAM17 inh – inhibitors of human ADAM17 | P78536 | recombinant ADAM17, EDANS/DABCYL FRET peptide cleavage | inhibition, % at 6.95 µM | hit rate 0.83% among 370,000;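 active = inhibition above the mean of compounds lying between control limits plus 3 SD, set per campaign, cut at about 8.5% in these data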;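 also: 0% = DMSO-only wells as the low control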
PLCg1 inh – blocks human PLC-gamma1 enzyme activity; purified PLC-gamma1, fluorogenic substrate, fluorescence; inhibition, % at 12.2 µM; hit rate 0.84% among 370,000; P19174; in the data active = inhibition above about 9.5%
SMARCA2 act – activators of SMARCA2 function; MG213 cells, MMTV-luciferase reporter, dexamethasone, overnight; activation, % at 9.1 µM; hit rate 1% among 370,000; in the data active = activation above about 7.8%;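 also: 0% = vehicle wells and 100% = reference activator wells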
hgDAF-12 ag – activates the H. glycines DAF-12 receptor ligand-binding domain; HEK293 GAL4-hgDAF12 UAS-luciferase reporter, agonist luminescence; normalized to butyrate control; activation, % at 6.8 µM; hit rate 1.8% among 370,000;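 active = activation above a cutoff set at the mean of all screened compounds plus 3 SD, cut at about 10% in these data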;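 also: 0% = DMSO wells and 100% = sodium butyrate wells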
hcDAF-12 act – activators of H. contortus DAF-12 nuclear receptor; HEK293 hcDAF-12 lit1-tk-luc reporter, luminescence; 0% DMSO, 100% Δ7-dafachronic acid; activation, % at 6.8 µM; hit rate 1.4% among 370,000;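 active = activation above the mean of all tested compounds plus 3 SD, cut at about 5.5% in these data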;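 also: 100% = response to 3 µM Δ7-dafachronic acid high control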
An asterisk follows results filed as active; nt = no result given.

Screens by letter: A = PLC-beta3 inh; B = NR1D1 modulator; C = DAX1 inh-1; D = DAX1 inh-2; E = ssDAF12 agonist; F = MBD2 DNA inh; G = ADAM17 inh; H = PLCg1 inh; I = SMARCA2 act; J = hgDAF-12 ag; K = hcDAF-12 act
CCn1c(/C=C2\C(=O)N(C)c3ccccc32)nc2ccccc2c1=O
  A: 1.4; B: -4.7; C: -0.1; D: -0.1; E: -0.1; F: 0.1; G: 0.4; H: -2.8; I: -1.6; J: 0.9; K: 2.4

Cc1sc(-n2cccc2)c(C(=O)O)c1C
  A: -3.5; B: -0.5; C: -0.3; D: 0.5; E: -0.3; F: 6.6; G: -3.1; H: -2.3; I: -0.2; J: 3.2; K: 1.0

O=C1CC(N2CCC(O)(c3ccc(Cl)cc3)CC2)C(=O)N1Cc1ccc(N2CCCC2=O)cc1 (stereo not drawn)
  A: -1.0; B: 1.2; C: -1.3; D: -1.9; E: -1.3; F: -3.2; G: -2.3; H: 0.1; I: -1.7; J: -3.6; K: -1.7

CN(C)c1nc(NNC(=O)c2ccccc2)nc(N(C)C)n1
  A: -0.3; B: 5.5; C: -0.8; D: 0.6; E: -1.2; F: 0.8; G: -5.4; H: -0.9; I: -3.6; J: -0.9; K: -0.2

O=C(CCn1nnc2ccccc21)Nc1nnc(-c2ccccc2F)s1
  A: -2.5; B: 28.2*; C: -0.1; D: 1.7; E: -1.0; F: -0.7; G: 1.6; H: 4.6; I: -0.4; J: -0.7; K: -0.1

CCCC(=O)NNC(=O)c1ccoc1C
  A: 2.8; B: 1.5; C: 0.2; D: -0.3; E: -0.7; F: 4.7; G: -2.0; H: -1.1; I: -3.0; J: 2.1; K: -0.6

CC(C)(C)C(=O)Nc1cc(C(F)(F)F)ccc1-n1ccnc1
  A: 1.9; B: 3.2; C: 1.3; D: -0.3; E: -1.5; F: -1.7; G: 3.0; H: 1.0; I: 0.8; J: -3.9; K: -1.1

O=C(CC1C(=O)NCCN1Cc1c(F)cccc1Cl)NCCc1ccccn1 (stereo not drawn)
  A: 2.1; B: 0.2; C: 0.7; D: -0.1; E: -0.9; F: 4.1; G: -5.2; H: -2.4; I: -3.1; J: -1.2; K: -0.2

O=S(=O)(c1ccc2ccccc2c1)N(CC1CO1)c1ccccc1 (stereo not drawn)
  A: 1.5; B: 3.1; C: -0.7; D: -0.9; E: -0.6; F: 0.4; G: 3.7; H: -1.4; I: 0.2; J: -0.1; K: -0.1

CC(NC(=O)c1cccnc1)c1ccc2c(c1)OCO2 (stereo not drawn)
  A: 3.1; B: -6.4; C: -0.3; D: -0.2; E: -1.5; F: -0.5; G: -2.4; H: 0.9; I: -0.8; J: 0.6; K: -1.3

CCOC(=O)N1CCC(NC(=O)CN2C(=O)CSc3ncccc32)CC1
  A: 6.7; B: -9.2; C: -0.2; D: 5.0*; E: -1.2; F: -3.4; G: 0.6; H: 0.0; I: 0.2; J: -2.4; K: 5.3

COc1ccc(NC(=O)Nc2cc(C)ccn2)cc1
  A: -6.2; B: 3.0; C: 5.0*; D: -2.0; E: 0.6; F: 2.3; G: -2.6; H: 0.4; I: 4.6; J: 19.0*; K: 7.3*

COC(=O)[C@]12CCCCC=C1N(Cc1ccc(Cl)cc1Cl)C(=O)[C@H](CC(=O)NCc1ccc(OC)c(OC)c1)C2
  A: 0.4; B: -5.0; C: -0.8; D: nt; E: -1.6; F: 0.7; G: 6.0; H: -0.1; I: -4.0; J: -6.7; K: -3.1

CCCc1cc(C(N)=O)c(NC(=O)c2ccco2)s1
  A: -72.0; B: -0.2; C: 0.5; D: 0.2; E: -0.7; F: -0.7; G: -2.4; H: -56.8; I: -0.2; J: 0.7; K: -0.2

CCn1cc(CN2CCCC(C(=O)Nc3ccc(-c4nc5ccccc5[nH]4)cc3)C2)c(C)n1 (stereo not drawn)
  A: -15.5; B: -4.4; C: 0.4; D: 0.2; E: -0.6; F: 7.6; G: -12.2; H: -2.2; I: 1.8; J: -2.2; K: -1.1

C[C@H]1CN([C@@H](C)CO)C(=O)Cc2cc(NC(=O)Cn3cnnn3)ccc2O[C@H]1CN(C)Cc1ccncc1
  A: 0.0; B: -8.0; C: 0.0; D: 0.2; E: -0.8; F: -6.8; G: -2.2; H: 1.7; I: 3.2; J: 2.2; K: 2.4

O=C(COc1ccccc1)NCc1ccc2c(c1)OCO2
  A: -0.6; B: 1.3; C: 0.6; D: 1.1; E: -1.3; F: 0.7; G: -1.3; H: 1.0; I: 4.7; J: 1.8; K: 0.0

COCCn1c(=NC(C)=O)sc2cc([N+](=O)[O-])ccc21
  A: -3.1; B: 3.6; C: 0.3; D: 1.3; E: -0.7; F: 2.8; G: -2.1; H: -2.4; I: -3.1; J: -1.2; K: -0.6

Cc1ccc(NC(=O)C2(c3ccccc3)CCCC2)nc1
  A: 2.9; B: -1.0; C: -0.6; D: 0.4; E: -0.8; F: -1.5; G: -2.5; H: 4.2; I: -0.7; J: 2.5; K: -0.4

Cc1ccc2c(c1)C1CN(C)CCC1N2C(=O)Nc1ccc(Cl)cc1 (stereo not drawn)
  A: -1.2; B: 1.9; C: 1.2; D: 1.0; E: -1.2; F: 3.0; G: -2.0; H: 1.3; I: 2.7; J: 3.2; K: -1.0

Ordered by the number under DAX1 inh-1 (lowest first): three of the compounds above.
compound | PLC-beta3 inh | NR1D1 modulator | DAX1 inh-1 | DAX1 inh-2 | ssDAF12 agonist | MBD2 DNA inh | ADAM17 inh | PLCg1 inh | SMARCA2 act | hcDAF-12 act
CCOC(=O)N1CCC(NC(=O)CN2C(=O)CSc3ncccc32)CC1 | 6.7 | -9.2 | -0.2 | 5.0* | -1.2 | -3.4 | 0.6 | 0.0 | 0.2 | 5.3
CCn1cc(CN2CCCC(C(=O)Nc3ccc(-c4nc5ccccc5[nH]4)cc3)C2)c(C)n1 (stereo not drawn) | -15.5 | -4.4 | 0.4 | 0.2 | -0.6 | 7.6 | -12.2 | -2.2 | 1.8 | -1.1
Cc1ccc2c(c1)C1CN(C)CCC1N2C(=O)Nc1ccc(Cl)cc1 (stereo not drawn) | -1.2 | 1.9 | 1.2 | 1.0 | -1.2 | 3.0 | -2.0 | 1.3 | 2.7 | -1.0

Single records (already shown). Order of screens: PLC-beta3 inh | NR1D1 modulator | DAX1 inh-1 | DAX1 inh-2 | ssDAF12 agonist | MBD2 DNA inh | ADAM17 inh | PLCg1 inh | SMARCA2 act | hgDAF-12 ag | hcDAF-12 act
Shown for CN(C)c1nc(NNC(=O)c2ccccc2)nc(N(C)C)n1 : -0.3 | 5.5 | -0.8 | 0.6 | -1.2 | 0.8 | -5.4 | -0.9 | -3.6 | -0.9 | -0.2
Shown for CC(C)(C)C(=O)Nc1cc(C(F)(F)F)ccc1-n1ccnc1 : 1.9 | 3.2 | 1.3 | -0.3 | -1.5 | -1.7 | 3.0 | 1.0 | 0.8 | -3.9 | -1.1

Other structures
Screens by letter: A = PLC-beta3 inh; B = NR1D1 modulator; C = DAX1 inh-1; D = DAX1 inh-2; E = ssDAF12 agonist; F = MBD2 DNA inh; G = ADAM17 inh; H = PLCg1 inh; I = SMARCA2 act; J = hgDAF-12 ag; K = hcDAF-12 act
COc1cc(/C=N/NC(=O)Cc2ccc(Br)cc2)cc(OC)c1O
  A: -26.4; B: -1.4; C: 0.1; D: -1.1; E: -1.8; F: 2.7; G: -18.0; H: -16.1; I: -0.7; J: -2.1; K: -1.7

COc1ccc(S(=O)(=O)Cc2ccc(C(=O)NC3CC3)o2)cc1
  A: 1.9; B: -8.8; C: -0.1; D: 13.2*; E: -1.8; F: -1.9; G: -0.1; H: -1.3; I: -0.3; J: -0.5; K: -1.0

Cc1oc2nc(SCC(=O)N3CCCCC3)nc(N)c2c1C
  A: 2.4; B: -2.4; C: 0.0; D: -0.4; E: -1.4; F: -0.2; G: -0.7; H: 0.0; I: -0.4; J: 4.2; K: 0.1

CC1CCC(NC(=O)c2cc(S(=O)(=O)N3CCCCC3)ccc2N2CCOCC2)CC1 (stereo not drawn)
  A: -8.4; B: -3.3; C: -1.0; D: 0.1; E: -0.7; F: 1.6; G: -7.3; H: 2.0; I: -0.3; J: -0.1; K: -0.8

Rewritten with values under each structure: entries from further up.
Values run as follows: PLC-beta3 inh	NR1D1 modulator	DAX1 inh-1	DAX1 inh-2	ssDAF12 agonist	MBD2 DNA inh	ADAM17 inh	PLCg1 inh	SMARCA2 act	hgDAF-12 ag	hcDAF-12 act
COc1cc(/C=N/NC(=O)Cc2ccc(Br)cc2)cc(OC)c1O
    -26.4	-1.4	0.1	-1.1	-1.8	2.7	-18.0	-16.1	-0.7	-2.1	-1.7
CC1CCC(NC(=O)c2cc(S(=O)(=O)N3CCCCC3)ccc2N2CCOCC2)CC1 (stereo not drawn)
    -8.4	-3.3	-1.0	0.1	-0.7	1.6	-7.3	2.0	-0.3	-0.1	-0.8
Cc1oc2nc(SCC(=O)N3CCCCC3)nc(N)c2c1C
    2.4	-2.4	0.0	-0.4	-1.4	-0.2	-0.7	0.0	-0.4	4.2	0.1
